# CCR6 antag: antagonists of human CCR6 receptor; AID 493098; hit rate 0.49% among 340,000; CHO-K1 CCR6 PathHunter beta-arrestin, luminescence, CCL20-stimulated; inhibition, % at 20 µM; P51684;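 active = compounds whose inhibition of the agonist-driven luminescence signal at 20 µM reaches about 50%, limit read from the data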;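 also: cells stimulated with CCL20 at 14 nM final; plate controls were DMSO with CCL20 for no effect and DMSO without agonist for full effect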
# XBP1 UPR activ: adaptive UPR (XBP1) activation; CHO-XBP1 luciferase reporter, IRE1-XBP1 UPR activation, luminescence; percent of tunicamycin response, DMSO as zero; hit rate 0.33% among 330,000; activation, % at 20 µM; AID 463104;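 active = versus positive control, 20 µM dose yields 30% or more activation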;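 also: 100% = tunicamycin at 10 µg/mL and 0% = DMSO only wells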
#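 assay system = CHO-XBP1 luciferase reporter cells | amount = 1000 cells/well | buffer or medium = F12 plus 10% FBS | compound dosing = single point, 20 µM final compound, 1% DMSO | incubation = 16-18 h cell attachment at 37 °C, then 6 h compound exposure | detection = Steady-Glo luminescence read | controls = tunicamycin 10 µg/mL and vehicle-only wells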
# UPR CHOP act: activators of apoptotic arm of unfolded protein response (CHOP); CHO-CHOP luciferase reporter, UPR activation, luminescence; percent of tunicamycin response over DMSO baseline; activation, % at 10 µM; hit rate 0.34% among 330,000;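 active = at 10 µM dose, activation of 40% or more, normalized to positive control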;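 also: 100% = tunicamycin at 10 µg/mL and 0% = DMSO alone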
#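 measured by = luciferase luminescence | assay system = CHO-CHOP cells, stable luciferase reporter of PERK-eIF2a-CHOP signalling | amount = 500 reporter cells seeded per well | timing = 6 h compound exposure at 37 °C after overnight seeding | controls = positive tunicamycin 10 µg/mL, negative DMSO alone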
# 697 NFkB inh: lowers PMA/ionomycin-induced NF-kB signal in 697 B cells; 697 B-cell NF-kB luciferase reporter, 16 h; inhibition, % at 4 µM; hit rate 0.33% among 330,000; AID 435022; in the data active = inhibition above about 35%
# Mdm2 MdmX PPI: human Mdm2/MdmX binding inhibition. hit rate 3% among 330,000. SaOS-2 split-luciferase Mdm2/MdmX complementation, luminescence. AID 485346. inhibition, % at 8 µM. O15151+Q00987;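 active = inhibition of at least 50% at 8 µM in the primary screen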
# EBI2 block: blocks human EBI2 receptor beta-arrestin signaling. P32249. EBI2 beta-arrestin recruitment, luminescence, 7a,25-OHC stimulated. inhibition, % at 5 µM. hit rate 0.81% among 360,000. AID 651636; in the data active = inhibition above about 38%;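 also: enzyme fragment complementation signal reports receptor beta-arrestin coupling in cells; 0% = agonist plus DMSO wells and 100% = wells without agonist; some results beyond the cut were filed as inactive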
# Target sequence (P32249 whole entry, looked up, the tested form may be a part): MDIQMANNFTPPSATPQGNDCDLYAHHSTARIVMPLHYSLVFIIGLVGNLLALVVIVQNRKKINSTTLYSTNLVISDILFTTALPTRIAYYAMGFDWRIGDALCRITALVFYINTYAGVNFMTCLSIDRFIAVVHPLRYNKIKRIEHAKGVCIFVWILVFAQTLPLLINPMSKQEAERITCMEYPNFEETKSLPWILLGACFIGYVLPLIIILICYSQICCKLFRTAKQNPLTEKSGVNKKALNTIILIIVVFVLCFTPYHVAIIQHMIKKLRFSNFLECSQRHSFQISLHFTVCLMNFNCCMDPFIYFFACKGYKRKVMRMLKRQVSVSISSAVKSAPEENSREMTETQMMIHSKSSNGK
# Jurkat NFkB inh: inhibitors of the PMA/ionomycin-induced NF-kB reporter in Jurkat cells. AID 435003. hit rate 0.53% among 330,000. inhibition, % at 4 µM. PMA/ionomycin-induced NF-kB luciferase reporter, luminescence; in the data active = inhibition above about 50%
# Gli-Sufu antag: Gli-Sufu pathway antagonism | hit rate 0.74% among 340,000 | Sufu-KO-LIGHT fibroblasts, Gli luciferase reporter luminescence | AID 588413 | inhibition, % at 5 µM;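 active = inhibition above about 55%, limit read from the data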;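 also: 0% = DMSO-treated cells and 100% = wells with medium but no cells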
# CXCR6 inh: CXCR6 (human) receptor inhibition; O00574; CHO-K1 PathHunter CXCR6 beta-arrestin, luminescence; inhibition, % at 20 µM; hit rate 0.36% among 360,000; AID 602244; in the data active = inhibition above about 34%, passing the limit was not always enough;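 also: antagonist mode with CXCL16 agonist at 10 nM final; 0% = 10 nM CXCL16 with DMSO and 100% = unstimulated wells without agonist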
# Target sequence (O00574 whole entry, looked up): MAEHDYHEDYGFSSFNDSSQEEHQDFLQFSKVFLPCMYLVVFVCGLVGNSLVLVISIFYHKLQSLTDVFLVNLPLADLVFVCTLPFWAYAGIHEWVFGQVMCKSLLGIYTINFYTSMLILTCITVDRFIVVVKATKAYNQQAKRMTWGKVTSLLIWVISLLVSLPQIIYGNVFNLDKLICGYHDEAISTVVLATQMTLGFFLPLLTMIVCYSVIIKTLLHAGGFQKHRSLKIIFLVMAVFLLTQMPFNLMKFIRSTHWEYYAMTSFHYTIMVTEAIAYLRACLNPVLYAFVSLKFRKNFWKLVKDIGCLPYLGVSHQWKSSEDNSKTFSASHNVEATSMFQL
# Starred values were filed as active, the others as inactive; . = no result given.
SMILES,CCR6 antag,XBP1 UPR activ,UPR CHOP act,697 NFkB inh,Mdm2 MdmX PPI,EBI2 block,Jurkat NFkB inh,Gli-Sufu antag,CXCR6 inh
Cc1cc(C(=O)Nc2ccc3ccccc3c2)oc1C,-13,-1,1.6,-174,-159,10,-138,-130,-4
COc1cc(C2c3[nH]c4ccccc4c3CCN2Cc2cn(C)nc2C)ccc1F (configuration not stated),24,-1,-1.4,-2,12,-1,2,-13,2
COc1ccc(CNC(=O)CSc2nc3cccnc3s2)cc1,8,2,1.8,-1,8,-10,-4,-3,-6
CC(=O)C1C(=O)CC(C)(O)C(C(C)=O)C1c1ccccc1 (configuration not stated),6,0,0.9,-3,6,-2,15,0,-10
COC(=O)Nc1ccc(=O)n(Cc2c(Cl)cccc2Cl)c1,5,0,-0.1,13,32,-5,4,2,5
CCOC(=O)C1(Cc2ccc(Cl)cc2)CCN(C(=O)C2=NNC(=O)CC2)CC1,2,-3,1.0,9,-15,4,2,14,0
CCC(=O)NC(c1ccco1)c1cc(Cl)c2ccccc2c1O (configuration not stated),-7,-1,0.3,0,-24,-10,14,11,-20
COc1ccc(NC(=O)/C=C/c2c(Cl)nc3ccccn23)cc1,28,9,1.6,-22,-18,11,-15,6,-16
CC(O)Cn1c(=O)c2c(nc(Br)n2Cc2ccccc2)n(C)c1=O (configuration not stated),11,6,-2.0,24,5,0,-14,-16,8
COc1cc(OC)c(C(=O)OCC(=O)NCC2CCCCC2)cc1OC,5,1,-0.1,-16,3,-14,-17,-5,9
CCCSc1ccc([C@@H]2[C@@H]3C(=O)N(CC)C(=O)[C@@H]3[C@]3(C(=O)OC)CCCCN23)cc1OC,17,-3,0.1,-5,-5,0,-9,3,-3
CC(=O)c1sc(NC(=O)c2cc(S(=O)(=O)N3CCOCC3)ccc2F)nc1C,2,3,-0.7,6,-2,-9,-7,38,-3
O=C(N/C(=C/c1ccc(Cl)cc1)C(=O)N1CCCC1)c1ccccc1,9,2,0.9,-1,-14,-10,9,-11,4
CCN1CC(CN(C)Cc2nc(COc3ccccc3)no2)CC1=O (configuration not stated),-6,1,-1.3,-21,22,3,-1,1,-7
CS(=O)(=O)N1CCN(c2ccccc2NC(=O)c2ccc(-c3ccc(Cl)cc3Cl)o2)CC1,2,0,-1.3,1,21,27,8,-5,6

# Some of these compounds in order of count of non-hydrogen atoms, lowest first.
SMILES,CCR6 antag,XBP1 UPR activ,UPR CHOP act,697 NFkB inh,Mdm2 MdmX PPI,EBI2 block,Jurkat NFkB inh,Gli-Sufu antag,CXCR6 inh
Cc1cc(C(=O)Nc2ccc3ccccc3c2)oc1C,-13,-1,1.6,-174,-159,10,-138,-130,-4
CC(=O)C1C(=O)CC(C)(O)C(C(C)=O)C1c1ccccc1 (configuration not stated),6,0,0.9,-3,6,-2,15,0,-10
CCC(=O)NC(c1ccco1)c1cc(Cl)c2ccccc2c1O (configuration not stated),-7,-1,0.3,0,-24,-10,14,11,-20
CC(O)Cn1c(=O)c2c(nc(Br)n2Cc2ccccc2)n(C)c1=O (configuration not stated),11,6,-2.0,24,5,0,-14,-16,8
O=C(N/C(=C/c1ccc(Cl)cc1)C(=O)N1CCCC1)c1ccccc1,9,2,0.9,-1,-14,-10,9,-11,4
COc1cc(OC)c(C(=O)OCC(=O)NCC2CCCCC2)cc1OC,5,1,-0.1,-16,3,-14,-17,-5,9
CCOC(=O)C1(Cc2ccc(Cl)cc2)CCN(C(=O)C2=NNC(=O)CC2)CC1,2,-3,1.0,9,-15,4,2,14,0
COc1cc(C2c3[nH]c4ccccc4c3CCN2Cc2cn(C)nc2C)ccc1F (configuration not stated),24,-1,-1.4,-2,12,-1,2,-13,2
CCCSc1ccc([C@@H]2[C@@H]3C(=O)N(CC)C(=O)[C@@H]3[C@]3(C(=O)OC)CCCCN23)cc1OC,17,-3,0.1,-5,-5,0,-9,3,-3

# Next section
SMILES,CCR6 antag,XBP1 UPR activ,UPR CHOP act,697 NFkB inh,Mdm2 MdmX PPI,EBI2 block,Jurkat NFkB inh,Gli-Sufu antag,CXCR6 inh
CCOCCCn1c(SCC(=O)NCc2ccc3c(c2)OCO3)nc2ccccc2c1=O,20,-1,-1.3,-24,21,9,4,-1,4
Cc1cccc(C(=O)NC2CCN(C(=O)NCc3ccccc3)CC2)c1,5,-2,2.8,15,-8,6,23,17,2
CN1CCN(C(=O)C23CC4CC(C2)CC(c2ccccc2)(C4)C3)CC1,2,-1,-1.2,2,13,11,-30,8,-5
CCC(=O)n1nc(-c2ccc(Cl)cc2)nc1N,-1,-1,2.8,-7,9,-9,7,-21,1
CCn1nc(C(=O)N2CCN(Cc3ccc4c(c3)OCO4)CC2)c2ccccc2c1=O,5,0,-1.1,13,-5,8,11,3,5
COC(=O)c1ccc(C(=O)N(CCN(C)C)c2nc3c(Cl)cccc3s2)cc1,22,0,0.8,0,-3,1,9,4,-2
CN1C(=O)/C(=C/c2coc3ccc(O)cc3c2=O)SC1=S,23,2,5.4,21,23,-3,-3,9,25
COc1ccc(CCN(C(=O)C(F)(F)F)C(C(=O)NC2CCCC2)c2cccs2)cc1 (configuration not stated),21,-2,0.2,-37,-4,16,-6,51,9
CCCCn1c(=S)[nH]c2ncccc2c1=O,1,0,-0.6,-5,18,-5,-10,-15,-1
Cc1[nH]c2ccccc2c1/C=N/NC(=S)NC(C)C,-5,3,1.3,-14,-5,-2,-20,0,1
CCOC(=O)[C@@H]1[C@H]2COc3ccccc3[C@@H]2N2C(=O)N(c3ccc(C)cc3)C(=O)[C@@]12C,10,-3,-2.3,-9,17,4,4,3,-11
CCOC(=O)c1c(CN2CCN(CCO)CC2)n(-c2ccccc2)c2cc(Br)c(O)cc12,13,3,0.2,2,11,6,-4,18,3
Cc1ccc(S(=O)(=O)c2c[nH]c3ccc(C)cc3c2=O)cc1,-9,-8,-0.7,-1,6,2,6,-3,3
CC12CCC(=O)C=C1CCC1C2C(O)CC2(C)C1CCC2(O)C(=O)COC(=O)COCC(=O)O (configuration not stated),5,.,.,.,.,-9,.,7,-8
CN(CCOc1ccccc1)C(=O)C1CCN(C(=O)c2ccc(F)cc2)CC1,12,-4,-1.4,18,12,18,4,-4,2

# Just XBP1 UPR activ, CCR6 antag and 697 NFkB inh (two entries from above):
SMILES | XBP1 UPR activ | CCR6 antag | 697 NFkB inh
COC(=O)c1ccc(C(=O)N(CCN(C)C)c2nc3c(Cl)cccc3s2)cc1 | 0 | 22 | 0
CN1C(=O)/C(=C/c2coc3ccc(O)cc3c2=O)SC1=S | 2 | 23 | 21

# Further records
SMILES,CCR6 antag,XBP1 UPR activ,UPR CHOP act,697 NFkB inh,Mdm2 MdmX PPI,EBI2 block,Jurkat NFkB inh,Gli-Sufu antag,CXCR6 inh
CC1CN(c2ncnc3c2cnn3-c2ccc(Cl)cc2)CC(C)O1 (configuration not stated),12,-2,4.1,-197,-54,6,-187,-59,6
C=CCn1c(SCC(=O)N2CCOCC2)nc2sc3c(c2c1=O)CCCC3,10,2,-0.4,7,-4,-8,-7,9,7
CCNS(=O)(=O)c1ccc(Br)c(C(=O)OC(C)C(=O)NCC2CCCCC2)c1 (configuration not stated),15,-1,-0.7,-19,15,7,-8,-6,-2
O=C(N/N=C/c1ccc([N+](=O)[O-])o1)c1cc(-c2cccc(Br)c2)nc2ccccc12,36,3,14,4,50*,10,1,9,14
Cc1ccc(-c2cccc(-c3cc(=O)oc4ccc(C(C)(C)C)cc34)c2)cc1,21,0,2.5,10,5,11,.,-2,-5
CN1/C(=C\C=C2/SC(=S)N(CC(=O)O)C2=O)C(C)(C)c2ccccc21,59*,-1,-1.7,-10,36,0,6,41,45*
CC1(C)Cc2c(sc3c2c(N)nc(=S)n3Cc2ccccc2)CO1,.,-1,-0.2,1,11,.,19,.,.
Cc1nn(Cc2ccc(C(=O)NN)cc2)c(C)c1Cl,-19,-1,0.9,13,6,3,2,0,4
CC1CCCN(C(=O)CCS(=O)(=O)c2ccc3c(c2)NC(=O)C(C)S3)C1 (configuration not stated),11,-7,-1.7,-12,21,-5,-2,9,-2
O=C(Nc1ccc(Cl)cc1)ON=C1CCCC1,10,6,14,-8,4,0,-18,-30,-21
CCCCn1c(=NC(=O)c2ccco2)c(C(=O)OCC)cc2c(=O)n3ccccc3nc21,17,-1,7.7,-17,26,3,8,8,6
Cc1noc(C)c1COc1ccccc1C(=O)N(C)CC(=O)Nc1ccc(Cl)c(Cl)c1,9,-2,-2.1,-7,-16,11,-9,12,-7
O=c1cc(Cl)c2ccccc2n1-c1ccccc1,6,4,0.4,1,28,-7,-15,14,-5
Cc1cc(SCC(=O)NCCC2=CCCCC2)nc2ccccc12,14,1,1.0,-8,13,13,-15,28,3
CC(=O)N(C(C)=O)c1cccc2c(N(C(C)=O)C(C)=O)cccc12,-4,1,-0.5,19,14,3,5,-1,-4
Cc1ccccc1CSc1nnc(C)c(=O)[nH]1,-7,-2,-1.2,-9,9,-7,9,5,2
CCCN1C(=O)c2cc(C(=O)NC3CCCCCC3)ccc2C1O (configuration not stated),5,-2,2.8,-104,-6,-3,-83,-90,4
COc1cc(/C=C/C(=O)OC[C@H]2O[C@H](OC3(CO)OC(CO)C(O)C3O)[C@H](O)[C@@H](O)[C@@H]2O)ccc1O (some centres not stated),13,-1,-0.9,-1,-4,-1,-26,-3,4
CC(C)=C1C2CCC1C1C(=O)N(c3nc(-c4ccc(C(C)C)cc4)c(C)s3)C(=O)C21 (configuration not stated),-1,-2,-2.6,-35,23,23,12,5,4
COc1ccc(Nc2nc(N3CCCCC3)nc(N3CCCCC3)n2)c(OC)c1,11,0,-0.1,13,3,14,-4,5,-4
COc1ccccc1C1CN(c2ccc(F)cc2F)N=C1c1cccs1 (configuration not stated),17,-2,0.9,-3,18,9,-1,2,1
Cc1ccc(Cl)cc1NC(=O)CC(O)(C(F)(F)F)C(F)(F)F,-9,2,2.0,-12,59*,-14,7,22,-5
O=C(Nc1cc(C(F)(F)F)ccc1Cl)C(Sc1nnc(-c2cccs2)o1)c1ccccc1 (configuration not stated),6,-1,-1.0,-36,-25,0,-3,-4,12
C/C(=N\Nc1ccc([N+](=O)[O-])cc1[N+](=O)[O-])C(C)(C)C(C(=O)O)C(=O)O,-4,1,-0.4,2,-9,-6,27,1,-10
NC(=O)C(c1ccccc1)C1CCCCC1 (configuration not stated),7,1,1.7,22,-7,2,6,-12,0
COc1cc([N+](=O)[O-])ccc1NC(=O)CSc1nnc(C)c(C)n1,3,2,1.2,-1,-18,1,-3,-31,0
CCOC(=O)C(=Cc1ccc(-n2cncn2)cc1)C(=O)OCC,40,-3,119*,5,31,19,11,-3,29
Cc1ccccc1CN(c1ccc(C(=O)NCC2CCCO2)cc1)S(C)(=O)=O (configuration not stated),12,-4,-1.4,11,21,-11,-2,3,-3
